Compound activity from PubChem BioAssay.
PTHR1 ag – agonists of human PTHR1 parathyroid hormone receptor | HEK293 GP2 PTHR1 cells, GloSensor cAMP luminescence, 1 h | Potency, µM (titrated, usually from 115 µM), without a hit: at the top dose activation, usual class: activators | hit rate 0.075% among 410,000 | Q03431 | AID 743266; further: nearly all actives have a fitted effect of over 55% in size; some results filed as inactive show a strong effect at the top dose; inactives centre near -15; many of its hits are not listed in these tables
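HEK-293-derived GP2 cells expressing PTHR1 and a GloSensor cAMP reporter, 3,000/well, plated overnight, given luciferin plus IBMX (each 0.5 mM as added) for 1 h at 37 °C, then compound for 1 h at 37 °C. Luminescence was read after 15 min at room temperature.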
FUS suppressor – FUS proteinopathy suppression in yeast; S. cerevisiae FUS-expressing, growth rescue, OD600, 24 h; Potency, µM (titrated, usually from 76.6 µM), for inactives: at the top dose growth rescue (activation), actives largely listed as activators; hit rate 0.24% among 390,000; AID 1347120;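 further: plate controls were DMSO vehicle for no effect and reference control for full effect; nearly all actives have a fitted effect of over 55% in size; some results filed as inactive show a strong effect at the top dose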
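Restored growth of FUS-toxic S. cerevisiae, read as 600 nm absorbance after 24 h at 30C in galactose medium (starting OD 0.005). Controls CP55940 and DMSO.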
EPAC1 agonist – activates human EPAC1 exchange factor. EPAC1 agonist qHTS, biochemical assay; response scale: 100% = response to 6.5 mM cAMP. O95398. hit rate 0.073% among 360,000. Potency, µM (titrated, usually from 154 µM), without a hit: top-dose activation, actives largely listed as activators. AID 720707; further: nearly all actives have a fitted effect of over 60% in size
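Normalized to 6.5 mM cAMP, activity reflects EPAC1-catalysed release of BODIPY-GDP from Rap1B, followed kinetically over 30 min at 480 nm excitation, 540 nm emission. Reaction contained 100 nM EPAC1, 250 nM Rap1B-BODIPY-GDP, 50 uM GDP.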
EPAC2 antag – antagonists of human EPAC2; Q8WZA2; EPAC2 GEF exchange of Rap1B-BODIPY-GDP, fluorescence; Potency, µM (series often up to 114 µM), without a hit: at the top dose activity, negative = inhibition, actives largely listed as inhibitors; hit rate 0.18% among 360,000; AID 720708; further: on the % scale 0 is the no-effect control and ±100 the full control effect; nearly all actives have a fitted effect of over 45% in size; many of its hits are not listed in these tables
Target sequence (Q8WZA2 whole entry, looked up): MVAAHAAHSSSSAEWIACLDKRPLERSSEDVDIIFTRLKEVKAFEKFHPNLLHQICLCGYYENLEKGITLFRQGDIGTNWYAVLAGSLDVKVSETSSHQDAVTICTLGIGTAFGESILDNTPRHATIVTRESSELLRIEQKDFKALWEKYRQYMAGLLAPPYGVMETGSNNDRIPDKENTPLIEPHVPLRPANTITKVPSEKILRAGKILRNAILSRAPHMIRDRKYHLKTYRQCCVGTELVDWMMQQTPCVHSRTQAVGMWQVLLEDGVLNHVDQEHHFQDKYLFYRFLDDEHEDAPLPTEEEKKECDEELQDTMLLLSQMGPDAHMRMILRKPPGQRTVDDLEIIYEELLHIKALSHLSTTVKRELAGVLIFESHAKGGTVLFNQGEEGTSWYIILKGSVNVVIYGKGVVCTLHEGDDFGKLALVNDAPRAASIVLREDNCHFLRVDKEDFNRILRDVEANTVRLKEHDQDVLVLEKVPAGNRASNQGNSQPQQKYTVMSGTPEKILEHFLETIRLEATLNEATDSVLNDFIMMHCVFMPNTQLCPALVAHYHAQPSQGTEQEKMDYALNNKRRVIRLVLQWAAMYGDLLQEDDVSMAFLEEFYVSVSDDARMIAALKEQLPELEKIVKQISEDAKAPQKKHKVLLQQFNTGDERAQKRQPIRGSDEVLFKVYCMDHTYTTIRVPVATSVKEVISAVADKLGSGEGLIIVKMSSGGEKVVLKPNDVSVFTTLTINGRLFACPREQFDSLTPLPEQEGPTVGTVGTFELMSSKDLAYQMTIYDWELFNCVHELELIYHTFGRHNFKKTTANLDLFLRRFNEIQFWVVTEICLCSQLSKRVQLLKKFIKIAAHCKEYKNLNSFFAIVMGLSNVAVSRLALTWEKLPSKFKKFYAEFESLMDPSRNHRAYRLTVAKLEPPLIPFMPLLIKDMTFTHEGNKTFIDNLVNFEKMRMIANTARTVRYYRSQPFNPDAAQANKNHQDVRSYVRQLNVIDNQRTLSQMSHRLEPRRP
aSyn rescue – inhibitors of alpha-synuclein toxicity in yeast; Yeast expressing alpha-synuclein, growth rescue, BacTiter-Glo, 24 h; Potency, µM (series often up to 46.1 µM), without a hit: at the top dose growth rescue (activation), actives largely listed as activators; hit rate 0.14% among 370,000; further: % of control where 0% means no effect; nearly all actives have a fitted effect of over 65% in size
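Galactose-induced alpha-syn yeast (OD600=0.02, raffinose-pregrown) + pinned cpd, 24 hr, 30 deg C; growth by BacTiter-Glo luminescence. Growth restoration scores as activation.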
EPAC1 antagonist – antagonists of human EPAC1. O95398. EPAC1 GEF assay, Rap1b-BODIPY-GDP exchange fluorescence. Potency, µM (series often up to 115 µM), inactives show at the highest dose activity change, negative = inhibition, most hits filed as inhibitors. hit rate 0.14% among 360,000. AID 720709;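 further: plate controls were vehicle for no effect and positive control for full effect; nearly all actives have a fitted effect of over 50% in size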
EPAC2 agonist – EPAC2 (human) agonism. AID 720711. EPAC2 activation, biochemical qHTS; response scale: 100% = 6.5 mM cAMP response. hit rate 0.079% among 360,000. Potency, µM (top dose mostly 154 µM), for the others: at the top dose activation, most hits filed as activators; further: nearly all actives have a fitted effect of over 50% in size
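EPAC2 (100 nM) mixed with Rap1B loaded with BODIPY-GDP (250 nM) plus 50 uM unlabeled GDP; compounds pinned in, 5 min RT, then read every 5 min for 30 min (ex 480, em 540 nm). Normalized to cAMP control.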
TDP43 rescue – inhibitors of TDP-43 toxicity in yeast; TDP-43 expressing yeast growth rescue, BacTiter-Glo, 24 h; Potency, µM (doses to about 46.1 µM), inactives show at the highest dose growth rescue (activation), most hits filed as activators; hit rate 1.8% among 410,000; further: % of control where 0% means no effect; nearly all actives have a fitted effect of over 50% in size
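Cell-based yeast growth screen: TDP-43 expression induced in galactose, inoculum OD600=0.02 after raffinose pregrowth to mid-log. Read-out BacTiter-Glo luminescence at 24 hr, 30 deg C; inhibition of toxicity seen as signal increase.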
An asterisk follows results filed as active; i = inactive; ? = inconclusive; / = not tested or not shown; & = joins results of further samples; [ ] = another dose, or the depositor's remark. The call rests on the fitted dose curve; in most records, active means well fitted curve in the direction sought with a large enough effect; inconclusive means small, poorly fitted or top-dose-only effect, or another doubt; inactive means no such curve, though single readings can be large; an effect the other way counts as inactive or inconclusive. Potency means the concentration at half of the fitted maximal effect.

Fields – PTHR1 ag	FUS suppressor	EPAC1 agonist	EPAC2 antag	aSyn rescue	EPAC1 antagonist	EPAC2 agonist	TDP43 rescue
Cc1cc(-c2ccccc2)nc(N(C)NC(=O)C(C)(C)C)c1S(C)(=O)=O
 : i	5%	-2%	0%	-4%	16%	-1%	12%
CCOC(=O)c1[nH]ncc1CN1CCCC(C(=O)c2ccc(OC)cc2C)C1 (centres undefined)
 : i	-23%	-3%	-8%	1%	8%	4%	12%
CC1CCc2[nH]c3ccc(C(=O)O)cc3c2C1 (centres undefined)
 : i	-2%	-7%	4%	6%	9%	5%	?
COc1ccccc1C(NC(=O)C1CCN(CCOc2ccc(Cl)cc2)CC1)c1ccccn1 (centres undefined)
 : -39%[inhibitor]	0%	1%	6%	?	?	9%	?
COc1ccc(OC)c(NC(=O)Nc2nc(CN)cs2)c1
 : i	7%	-7%	5%	-6%	-1%	8%	8%
Cc1ccc(-c2nc3ccccc3c(=O)n2Cc2ccccc2)cc1
 : i	/	10%	-18%	-12%	-20%	5%	?
Cc1c2cnn(CC(=O)Nc3c(F)c(F)cc(F)c3F)c(=O)c2c(C)n1Cc1ccccc1F
 : -15%	34%	-12%	0%	9%	?	-2%	-10%[0.397 µM]
CC1=CC2=NC(=O)/C(=C\c3cccn3CCOc3ccccc3C)C(=N)N2O1
 : -24%	?	-6%	-11%	12%	-9%	2%	20µM*
O=C(CCC(=O)c1ccc(Cl)cc1)OCn1nnc2ccccc2c1=O
 : i	/	21%	-1%	9%	3%	12%	13%
Cc1ccc(C)c(NS(=O)(=O)c2ccc(-c3ccc(=O)[nH]n3)o2)c1
 : -5%	-1%	0%	3%	-10%	-6%	-4%	12%

Continued:
Fields – PTHR1 ag	FUS suppressor	EPAC1 agonist	EPAC2 antag	aSyn rescue	EPAC1 antagonist	EPAC2 agonist	TDP43 rescue
CC1C=CCC2C(=O)N(c3cccc(C(=O)Nc4ccc(Br)cc4)c3)C(=O)C12 (centres undefined)
 : -43%[inhibitor]	?	2%	-3%	10%	?	24%	27%
COCCCn1c(-c2ccco2)nc2ccccc2c1=O
 : i	4%	-7%	18%	-18%	7%	-1%	18%
O=C(O)c1ccccc1N=Cc1c(O)n(-c2nccs2)c(=O)c2ccccc12
 : i	2%	1%	-1%	?	-13%	-6%	-7%
Cc1ccc(C)c(NC(=O)CCC(=O)N/N=C2/CC(=O)CC(C)(C)C2)c1
 : i	0%	14%	2%	1%	-12%	6%	-5%
Cc1nn(CC(=O)NCc2cccs2)c(=O)c2nn(-c3ccccc3)c(C)c12
 : -22%	-11%	21%	1%	-1%	-3%	4%	-5%
Nc1sccc1C(=O)NCc1ccccc1
 : -4%	7%	11%	12%	-3%	2%	1%	7%
CN(CCc1ccccn1)C(=O)CCC1CCCN(C(=O)c2ccc3c(c2)OCCO3)C1 (centres undefined)
 : i	4%	-4%	0%	2%	-18%	-2%	/
c1ccc(-c2nnc(N3CCN(c4ccccc4)CC3)nc2-c2ccccc2)cc1
 : i	-26%	8%	-1%	4%	-15%	-2%	-11%
Cc1ccc(CNC(=O)CN2C(C)CCCC2C)cc1 (centres undefined)
 : i	-7%	-6%	-5%	-8%	13%	4%	-11%
COc1cc2[nH]c(O)c(C=O)c2cc1OC
 : i	13%	-6%	16%	-1%	21%	6%	-29%

Single records (already shown).
COCCCn1c(-c2ccco2)nc2ccccc2c1=O as listed: PTHR1 ag: i; FUS suppressor: 4%; EPAC1 agonist: -7%; EPAC2 antag: 18%; aSyn rescue: -18%; EPAC1 antagonist: 7%; EPAC2 agonist: -1%; TDP43 rescue: 18%
COc1cc2[nH]c(O)c(C=O)c2cc1OC as listed: PTHR1 ag: i; FUS suppressor: 13%; EPAC1 agonist: -6%; EPAC2 antag: 16%; aSyn rescue: -1%; EPAC1 antagonist: 21%; EPAC2 agonist: 6%; TDP43 rescue: -29%

Continuation.
Fields – PTHR1 ag	FUS suppressor	EPAC1 agonist	EPAC2 antag	aSyn rescue	EPAC1 antagonist	EPAC2 agonist	TDP43 rescue
CC(=O)Nc1ccc(S(=O)(=O)NC2(C(F)(F)F)NC(=O)N(CC(C)C)C2=O)cc1 (centres undefined)
 : -13%	17%	10%	1%	2%	-9%	4%	4%
COC(=O)[C@H](Cc1ccccc1)NC(=O)NC(C)CCc1ccccc1 (some centres undefined)
 : i	-4%	5%	-21%	0%	-1%	9%	16%
CCCCOc1ccc(-n2nc(C)cc2C)nn1
 : -60%[inhibitor][57.5 µM]	-33%	-1%	-5%	0%	3%	2%	15%
O=C(NNC(=O)c1ccc(Br)s1)c1csc(N2CCOCC2)n1
 : -9%	-8%	-1%	-5%	-3%	1%	4%	1%
CCCOc1ccc(/C(O)=C2/C(=O)C(=O)N(c3ccccn3)C2c2ccc(OC)cc2)cc1C (centres undefined)
 : i	?	-22%	-14%	10%	?	-20%	-48%[inhibitor]
O=C(Nc1cc(C(F)(F)F)ccc1N1CCOCC1)C1CC1
 : i	-11%	-2%	-3%	-3%	14%	4%	3%
Cc1ccc(-c2nc3cc(C)c(Br)c(C)n3c2Cc2cccc(Cl)c2)cc1
 : -5%	0%	-1%	-1%	-8%	-16%	10%	0%
CC[C@]1(C(=O)OC)[C@H]2C(=O)N(C)C(=O)[C@H]2[C@H]2CN(C)C(=NCc3ccccc3)N21
 : i	-34%	-3%	3%	0%	-2%	6%	16%
NC(=O)c1ccsc1NC(=O)CSc1nnc(C2CC2)n1Cc1ccccc1
 : -10%	4%	5%	16%	-2%	11%	7%	11%
C=CCOC(=O)C1=C[C@@H](c2coc3ccccc3c2=O)[C@H](CCCO)[C@@H](OCC)O1
 : -18%	-6%	-21%	-6%	20%	5%	-4%	4%

Continued.
Fields – PTHR1 ag	FUS suppressor	EPAC1 agonist	EPAC2 antag	aSyn rescue	EPAC1 antagonist	EPAC2 agonist	TDP43 rescue
Cc1ccc(C(=O)c2oc3nc(C)cc(C)c3c2N)cc1
 : i	28%	13%	-2%	-1%	-1%	-11%	-20%
O=C(O)c1cc(-c2cccs2)nc2cc3c(cc12)OCCO3
 : -33%[inhibitor]	-13%	10%	5%	-1%	-8%	8%	0%
Cc1cc(C)c2nc(-c3ccccn3)cc(C(=O)N3CCCC3)c2c1
 : i	26%	-9%	-5%	13%	-27%	9%	-4%
CC(C)(C)C(=O)N1CCN(c2ccc(NC(=O)c3ccco3)cc2)CC1
 : i	8%	4%	1%	12%	2%	8%	0%
CCC(=O)N1CCc2cc(S(=O)(=O)CCC(=O)N3CCN(c4ccccc4F)CC3)ccc21
 : -18%&-21%	8%&1%	8%	0%	-2%	7%	13%	-15%&20%
O=C1CC(c2ccco2)Sc2ccccc2N1 (centres undefined)
 : i	7%	13%	-2%	0%	4%	0%	15%
O=C(CSc1nc2[nH]ncc2c(=O)n1-c1ccccc1)NCCc1ccccc1
 : i	-33%	8%	-5%	4%	-26%	8%	6%
CCN(c1ccccc1)S(=O)(=O)c1cccc(C(=O)NCc2ccccn2)c1
 : -2%	5%	-3%	1%	1%	-20%	-1%	-13%
Cc1cccc(NS(=O)(=O)c2ccc(C(=O)N3CC(C)OC(C)C3)cc2)c1C (centres undefined)
 : -17%	?	-9%	4%	-1%	-18%	2%	-6%
Cc1nn(C)cc1CN1CCCC(C(=O)c2ccc(-c3ccccc3)cc2)C1 (centres undefined)
 : -21%	21%	-3%	2%	9%	-10%	6%	7%

Other records follow.
Fields – PTHR1 ag	FUS suppressor	EPAC1 agonist	EPAC2 antag	aSyn rescue	EPAC1 antagonist	EPAC2 agonist	TDP43 rescue
CCCC[n+]1ccn(C2=C([O-])c3ccccc3C(=O)/C2=N\S(=O)(=O)c2ccc(Br)cc2)c1
 : -21%	/	-41%[inhibitor]	4%	1%	-17%	-18%	0%
Cc1ccc(S(=O)(=O)C(c2ccccc2)c2c(C)noc2C)cc1 (centres undefined)
 : -21%	-3%	-6%	3%	10%	-7%	10%	25%
CC(C)(Oc1ccc(Cl)cc1)C(=O)Nc1ncccn1
 : -26%	-4%	2%	6%	-4%	-1%	10%	10%
COc1ccc(C(=O)Nc2ccc(N3CCN(C(=O)c4ccccc4C)CC3)cc2)cc1
 : -21%	/	1%	7%	0%	1%	10%	4%
CC1CCN(C2=NC(=O)/C(=C/c3cn(-c4ccccc4)nc3-c3cccc(S(=O)(=O)N(C)C)c3)S2)CC1
 : -1%[57.5 µM]	14%	0%	4%	-2%	4%	-6%	-1%
NC(=O)c1c(-c2ccccc2)oc2ccc(O)cc12
 : -17%	?	-2%	8%	0%	7%	7%	-10%
CC(=O)Nc1cccc(-c2cc3nc(NCc4cccnc4)n(C)c(=O)c3s2)c1
 : i	-23%	-1%	-7%	3%	3%	-3%	0%
Cc1onc(-c2ccccc2)c1C(=O)Nc1nnc(C(C)C)s1
 : -26%	15%	-1%	-6%	-6%	15%	13%	21%
Cc1nn2c(c1-c1ccc(Cl)cc1)N=C(c1ccco1)CC2c1ccccc1 (centres undefined)
 : i	32%	12%	-3%	6%	-1%	8%	3%
C[C@H]1CN(C2CCCCC2)C(=O)[C@@H]1CC(=O)NCc1ccccc1
 : i	9%	11%	-3%	1%	11%	7%	7%

Further entries:
Fields – PTHR1 ag	FUS suppressor	EPAC1 agonist	EPAC2 antag	aSyn rescue	EPAC1 antagonist	EPAC2 agonist	TDP43 rescue
COc1cccc(-c2nc(N3CCCCC3C)c3ccccc3n2)c1O (centres undefined)
 : -5%[57.5 µM]	28%	-2%	-6%	5%	-5%	8%	?
COc1cc(N)ccc1Nc1c2ccccc2nc2ccccc12
 : i	16%	-26%	5%	?	-4%	1%	9%
COc1ccc(S(=O)(=O)c2nnn(-c3cccc(OC)c3)c2N)cc1
 : -10%	24%	-2%	6%	9%	-4%	2%	9%
Cc1ccc(S(=O)(=O)N2CCN(C(=O)Cc3ccsc3)CC2)c(C)c1
 : -18%	27%	3%	-8%	9%	7%	3%	?
CN(C)c1ccc(CNC(=O)C2(C)Cc3c(-c4ccc(N(C)C)cc4)ccnc3O2)cc1 (centres undefined)
 : -17%	29%	-1%	-14%	20%	-10%	7%	-6%
COc1cccc(N2C(=O)CC(N3CCc4ccccc43)C2=O)c1 (centres undefined)
 : i	14%	-5%	6%	10%	-4%	4%	15%
COc1cccc(CN2CCN(C(=O)c3cccc(OC)c3)CC2)c1
 : -42%[inhibitor]	-18%	2%	5%	0%	3%	4%	1%
CC1CCCCN1C(=O)c1cccc(NC(=O)c2ccccc2)c1 (centres undefined)
 : i	15%	-15%	2%	-1%	-14%	1%	-7%
Cc1ccnc(NC(=O)c2cccc(NC(=O)c3ccc(Cl)c(Cl)c3)c2)c1
 : -39%[inhibitor]	19%	-1%	10%	-3%	-11%	-6%	/

The list is partial; the hit share may differ from the screen's.
